FLuc inh counter: Photinus pyralis luciferase inhibition counter-screen; ATPLite firefly luciferase biochemical luminescence, 10 min; AID 1006; P08659; 200,000 compounds, 1.5% hits; inhibition, % at 10 µM;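 active = inhibition above about 50% when tested at 10 µM, limit read from the data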
NF-kB neuron act: raises NF-kB expression in human neuronal cells; 190,000 compounds, 1.6% hits; NF-kB reporter expression; stronger effect = higher value; fold change at 12.5 µM; AID 1239; in the data active = fold change above about 3.3
bIAP act: increases bovine intestinal alkaline phosphatase activity. purified bovine IAP, CDP-star luminescence, 30 min; stronger effect = higher value; fold of DMSO-control signal, blank-subtracted. AID 1016. 200,000 compounds, 0.17% hits. activation factor at 20 µM;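 active = activation factor of 2 or more at 20 µM, a signal rise over negative controls twice the positive control's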
APP 5'UTR act: APP 5'UTR luciferase reporter activation | SH-SY5Y APP 5'UTR luciferase reporter, luminescence; zero percent = DMSO vehicle wells | activation, % at 2 µM | AID 1276 | 190,000 compounds, 1% hits;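 active = activation above a set limit, based on mean plus 3 SD of controls, cut at about 140% in these data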; note: values of inactives mirror those of a sister screen read the other way
TNAP inh noacc: inhibitors of human TNAP without phosphate acceptor; P05186; purified TNAP, CDP-star luminescence, 30 min; inhibition, % at 20 µM; 200,000 compounds, 0.26% hits;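 active = tissue-nonspecific alkaline phosphatase inhibition above about 50% at 20 µM in the single-dose screen, limit read from the data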;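 note: 0% = DMSO negative control and 100% = EDTA positive control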
Target sequence (P05186 whole entry, looked up): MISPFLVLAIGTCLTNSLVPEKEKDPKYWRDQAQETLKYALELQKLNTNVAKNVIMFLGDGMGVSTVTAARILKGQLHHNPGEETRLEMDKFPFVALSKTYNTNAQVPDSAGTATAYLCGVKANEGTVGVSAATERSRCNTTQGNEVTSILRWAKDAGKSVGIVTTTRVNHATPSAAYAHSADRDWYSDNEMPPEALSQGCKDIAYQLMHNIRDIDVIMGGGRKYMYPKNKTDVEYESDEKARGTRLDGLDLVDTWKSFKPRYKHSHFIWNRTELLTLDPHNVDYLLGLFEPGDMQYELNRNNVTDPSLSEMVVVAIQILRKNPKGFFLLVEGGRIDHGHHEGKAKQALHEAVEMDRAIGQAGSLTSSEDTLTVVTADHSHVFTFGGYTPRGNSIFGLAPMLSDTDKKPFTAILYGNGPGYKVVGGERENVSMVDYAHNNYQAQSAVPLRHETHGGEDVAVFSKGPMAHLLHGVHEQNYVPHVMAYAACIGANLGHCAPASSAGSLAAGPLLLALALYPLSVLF
FLuc act counter: firefly luciferase counter-screen for stimulation assays; P08659; ATPlite luciferase biochemical, luminescence, 10 min; 0 = ATP-free wells, 1 = DMSO control; activation factor at 10 µM; 200,000 tested, under 10 active;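 active = luciferase activation factor, scaled between plate controls, of at least 2 with compound at 10 µM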
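Assay system: Luciferase/luciferin reagent mix; Medium: PBS as buffer for the ATP substrate; Dosing: test compounds dosed from 2 mM stocks in 100% DMSO; Times: 10 min, room temperature; Signal: luminescence from luciferase reaction; Read-out: luciferase activation; Controls: No-ATP low control, compound-free enzyme-plus-ATP high control.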
PMI activator: activators of human phosphomannose isomerase; P34949; purified human PMI, coupled resazurin fluorescence, 20 min; stronger effect = higher value; 1 = vehicle control, 0 substrate-free wells; activation factor at 20 µM; 190,000 compounds, 0.005% hits; AID 1214;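 active = activation factor of 2 or more at 20 µM, relative to plate controls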
PMI act satM6P: PMI (human) activation, high substrate. P34949. coupled PMI enzyme assay, resazurin fluorescence, 20 min; stronger effect = higher value; 1 = untreated enzyme, 0 = substrate-free blank. activation factor at 20 µM. 190,000 compounds, 0.34% hits;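 active = activation factor of 2 or more at 20 µM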
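Material: human phosphomannose isomerase with PGI, G6PDH, diaphorase coupling enzymes; amount: PMI at 15 ng/mL final; also added: Mannose-6-phosphate 1.0 mM (near-saturating) plus 0.22 mM NADP+; incubation: enzyme reaction with compound 20 min at room temperature; signal: resorufin fluorescence (Ex 544/Em 590 nm) from resazurin via diaphorase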
TNAP inh hi DEA: blocks human TNAP under high phosphate acceptor concentration; P05186; purified TNAP, CDP-star luminescence, 1 M DEA; inhibition, % at 20 µM; 200,000 compounds, 0.03% hits; AID 1135;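 active = over 50% inhibition of tissue-nonspecific alkaline phosphatase at 20 µM in the single-dose screen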;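 note: plate controls were DMSO wells for no effect and EDTA-quenched wells as full inhibition for full effect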
TNAP act hiacc: TNAP (human) activation, high acceptor; P05186; purified TNAP, CDP-star luminescence, 1 M DEA, 30 min; stronger effect = higher value; 0 = EDTA background, 1 = DMSO-only activity; activation factor at 20 µM; 200,000 tested, under 10 active;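 active = activation factor at least 2 at 20 µM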
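Dosing: 20 µM single point. System: human TNAP. Amount: TNAP 1/800 final. Incubation: 30 min, room temperature. Read-out: TNAP activation factor scaled between EDTA and DMSO control wells. Signal: luminescence from CDP-star hydrolysis. Medium: 1 M DEA, pH 9.8, Mg2+, Zn2+. Control set: EDTA negative control, DMSO positive control.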
An asterisk follows results filed as active; nt = not tested or not shown.

SMILES | FLuc inh counter | NF-kB neuron act | bIAP act | APP 5'UTR act | TNAP inh noacc | FLuc act counter | PMI activator | PMI act satM6P | TNAP inh hi DEA | TNAP act hiacc
CCCOCC(O)CC(CC)C(=O)NNC(=S)Nc1ccccc1 (stereo not drawn) | -8 | 1 | 1 | 12 | -213 | 1.1 | 1.1 | 1.1 | -8 | 1.1
Nc1nnnn1/N=C/c1ccco1 | -5 | 0.51 | 1 | -2 | -2 | 1.1 | 1 | 1 | -5 | 1
COc1ccccc1NC(=O)NCc1ccccc1F | 26 | 1.3 | 0.9 | 16 | -12 | 0.7 | 1 | 1.1 | -8 | 1.1
COc1ccc2nc(NC(=O)CSc3nnc(-c4ccoc4C)n3C)sc2c1 | 60* | 2.4 | 0.8 | 49 | -10 | 0.4 | 1 | 1 | -1 | 1
Cc1cc(C(=O)CN2C(=O)NC(C)(c3cccc(Br)c3)C2=O)c(C)n1Cc1ccco1 (stereo not drawn) | -4 | 0.9 | 1 | 2 | 3 | 1 | 1 | 1 | -6 | 1.1
CCNC(=O)c1oc2c(c1C)C(=O)CC(C)(C)C2 | -7 | 1 | 0.9 | 4 | 4 | 1.1 | 0.9 | 0.9 | -4 | 1
COc1ccc(C(=O)NCCCCCC(=O)N/N=C/c2ccco2)cc1OC | 8 | 1.1 | 1 | 10 | -7 | 0.9 | 1 | 0.8 | -2 | 1
CNC(=O)c1cc2cc(OC)ccc2n1CCN(Cc1ccccc1)Cc1ccccc1 | -5 | 1.1 | 0.6 | 7 | -10 | 1 | 0.9 | 0.9 | -6 | 1.1
COC(=O)c1cccc(COC(=O)CNC(=O)c2ccco2)c1 | 1 | 1.1 | 0.9 | -10 | -18 | 1 | 1 | 1.1 | -4 | 1
Cc1cc(N2CCOCC2)c(F)cc1C(=O)c1ccccc1 | -7 | 1.1 | 1 | 3 | -8 | 1.1 | 1.1 | 1.1 | -3 | 1
COc1cc(N=C(N)N=C(N)N)cc(OC)c1 | -1 | 0.98 | 1.1 | 7 | -1 | 1 | 1 | 0.9 | 5 | 1
S=C1Nc2ccccc2Sc2ccc(Cl)cc21 | -5 | 1.2 | 0.9 | 12 | -7 | 1 | 1 | 1 | 4 | 1
CSc1nnc(-c2cc[n+](C)cc2)n1CCO | -7 | 1.3 | 0.9 | -7 | -9 | 1.1 | 1 | 1 | -7 | 1.1
CC(=O)N1C(=O)C(=C2C=C(C)OC(C)=C2)c2ccccc21 | -1 | 1.1 | 0.8 | -12 | 2 | 1 | 1 | 0.9 | 3 | 1
Cc1ccc(C)c(OCCn2cc(/C=C(\C#N)C(=O)NCC3CCCO3)c3ccccc32)c1 (stereo not drawn) | -4 | 0.59 | 0.9 | 8 | -5 | 1 | 0.9 | 0.8 | -5 | 1.1
C=CCNC(=O)CN1CCC(O)(c2ccccc2)CC1 | 0 | 1.4 | 0.9 | -9 | -11 | 1 | 1.1 | 1.1 | -3 | 1
COc1cc(/C=N/Nc2nc3ccccc3o2)cc(OC)c1O | 13 | 0.93 | 1.1 | 18 | -1 | 0.9 | 0.8 | 0.8 | -3 | 1
Cc1ccc(NC(=O)c2cc(-c3ccccc3)nn2-c2ccccc2)c(Br)c1 | -2 | 1.3 | 1 | 16 | -1 | 1 | 0.9 | 0.9 | -1 | 1
CCCNC(=S)N1CC2(C)CN(C(=O)C(=O)OCC)CC(C)(C1)C2=O | -1 | 1.4 | 1.1 | -2 | -3 | 1 | 0.9 | 0.9 | -6 | 1.1
CCCNC(=O)c1cc(SC)ccc1Cl | -6 | 1.1 | 0.9 | 22 | -3 | 1.1 | 1 | 1 | -2 | 1
Cn1c(=O)c2c(nc(SCC(=O)c3ccccc3F)n2C)n(C)c1=O | -1 | 1.3 | 0.8 | 3 | -8 | 1 | nt | nt | -3 | 1
O=C(c1ccc(F)cc1)N1C2CCC1CC(O)(c1ccccc1F)C2 (stereo not drawn) | -2 | 1.4 | 1 | 18 | -6 | 1 | 0.9 | 0.9 | -4 | 1
NS(=O)(=O)c1cccc(NC(=S)NC(=O)c2cccc([N+](=O)[O-])c2)c1 | -4 | nt | 0.8 | -7 | 70* | 1 | 1.1 | 1 | 7 | 0.9
Cc1ccc(NC(=O)C2C3C=CC4(CN(Cc5cccnc5)C(=O)C24)O3)cc1 (stereo not drawn) | -7 | 1.9 | 0.8 | 31 | -1 | 1.1 | 0.9 | 0.9 | -2 | 1
CC(=O)Nc1ccc(-c2ccc(NC(C)=O)cc2)cc1 | -2 | 0.98 | 1 | 22 | -7 | 1 | 1 | 1.1 | -1 | 1
S=C(Nc1cccnc1)N1CCCCC1 | -5 | 1.2 | 1 | 6 | -10 | 1 | 1 | 1 | -4 | 1

Rewritten with values under each structure: 4 of the compounds above
Every second line gives: FLuc inh counter, NF-kB neuron act, bIAP act, APP 5'UTR act, TNAP inh noacc, FLuc act counter, PMI activator, PMI act satM6P, TNAP inh hi DEA, TNAP act hiacc
> CCCNC(=O)c1cc(SC)ccc1Cl
    -6, 1.1, 0.9, 22, -3, 1.1, 1, 1, -2, 1
> S=C1Nc2ccccc2Sc2ccc(Cl)cc21
    -5, 1.2, 0.9, 12, -7, 1, 1, 1, 4, 1
> CNC(=O)c1cc2cc(OC)ccc2n1CCN(Cc1ccccc1)Cc1ccccc1
    -5, 1.1, 0.6, 7, -10, 1, 0.9, 0.9, -6, 1.1
> COc1cc(/C=N/Nc2nc3ccccc3o2)cc(OC)c1O
    13, 0.93, 1.1, 18, -1, 0.9, 0.8, 0.8, -3, 1

A run of entries of the results above:
SMILES | FLuc inh counter | NF-kB neuron act | bIAP act | APP 5'UTR act | TNAP inh noacc | FLuc act counter | PMI activator | PMI act satM6P | TNAP inh hi DEA | TNAP act hiacc
Cc1cc(N2CCOCC2)c(F)cc1C(=O)c1ccccc1 | -7 | 1.1 | 1 | 3 | -8 | 1.1 | 1.1 | 1.1 | -3 | 1
COc1cc(N=C(N)N=C(N)N)cc(OC)c1 | -1 | 0.98 | 1.1 | 7 | -1 | 1 | 1 | 0.9 | 5 | 1
S=C1Nc2ccccc2Sc2ccc(Cl)cc21 | -5 | 1.2 | 0.9 | 12 | -7 | 1 | 1 | 1 | 4 | 1

Screening results as filed in PubChem BioAssay.
